14-3-3 PPI = alters human 14-3-3 gamma binding to Raf peptide. AID 422. inhibition, % at 40 µM. FP, 14-3-3gamma / TMR-pS259-Raf peptide binding. P61981. 160,000 compounds, 0.19% hits; in the data active = inhibition above about 30%;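 also: 0% = protein plus tracer without compound and 100% = blank with tracer alone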
Target sequence (P61981 whole entry, looked up): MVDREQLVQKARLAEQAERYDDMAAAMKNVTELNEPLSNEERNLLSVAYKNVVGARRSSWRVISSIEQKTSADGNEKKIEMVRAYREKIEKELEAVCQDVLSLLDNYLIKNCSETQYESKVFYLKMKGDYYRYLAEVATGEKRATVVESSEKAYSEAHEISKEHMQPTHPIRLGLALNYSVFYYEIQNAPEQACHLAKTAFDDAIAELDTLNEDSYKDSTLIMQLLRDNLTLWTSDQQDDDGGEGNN
* = called active by the depositor; & = joins results of further samples. This is a subset. The share of hits here may be higher or lower than overall.

The first 2 compounds, to show the layout:
SMILES	14-3-3 PPI
COc1ccccc1NC(=O)CCSc1nnnn1C	-3
N#Cc1c(NC(=O)c2ccc(Br)o2)n(-c2ccccc2)c2nc3ccccc3nc12	-8

The listing (from the top)
SMILES	14-3-3 PPI
COc1ccccc1NC(=O)CCSc1nnnn1C	-3
N#Cc1c(NC(=O)c2ccc(Br)o2)n(-c2ccccc2)c2nc3ccccc3nc12	-8
Cc1cccc(NC(=O)CSc2nnc(-c3ccncc3)n2C)c1	-7
CCN(CC)C(=O)CSc1nc2c(c(=O)n1Cc1ccccc1)C1(CCCC1)Cc1ccccc1-2	0
CCCCC1=NN(C(=O)c2ccco2)C(O)(C(F)(F)F)C1 (stereo unspecified)	-6
COc1cc([N+](=O)[O-])cc2sc(NC(=O)c3ccc(Br)s3)nc12	-17
CCC(=O)N1CCc2cc(S(=O)(=O)NCCN(C)C)ccc21	4
Cc1ccc(Cl)cc1NC(=O)c1ccc(N2CC3CC(C2)c2cccc(=O)n2C3)c(NC(=O)c2cccnc2)c1 (stereo unspecified)	-4
COc1ccccc1N(CC(=O)N(C)C)S(C)(=O)=O	5
COc1cc(-c2nc(-c3ccc(NC(=O)c4ccc5c(c4)OCO5)cc3)no2)cc(OC)c1OC	-17
CC1=CS/C(=C(/C#N)C(=O)NCc2ccco2)N1c1ccccc1	-1
CCCSc1nc(O)cc(=O)[nH]1	2
N#CN=C1SCC(=O)N1c1ccccc1	-70
CCCOc1ccc(N2C(=O)CC(N3CCC(C(=O)OCC)CC3)C2=O)cc1 (stereo unspecified)	2
Cc1ccccc1-c1nc(-c2cccnc2)no1	2&-7
Cn1c(=O)c2[nH]c(NCCc3ccccc3)nc2n(C)c1=O	-2
CCC(C)OC(=O)c1[nH]c2c(c1C)C(=O)CCC2 (stereo unspecified)	3
COc1ccc(OCc2nc(N)nc(Nc3cccc(C)c3C)n2)cc1	-4
CCOc1ccc(N2C(=O)CC(N3CCC(C(N)=O)(N4CCCCC4)CC3)C2=O)cc1 (stereo unspecified)	5
COc1cc(C(=O)Nc2ccc3nn(-c4ccc(C)cc4)nc3c2)cc(OC)c1OC	-10
O=C1CC(c2ccccc2)n2nc(NC(=O)c3cccnc3)nc2N1 (stereo unspecified)	4
Cc1ccc(CN2C(=O)CN(CC(=O)NC3CCCC3)C(=O)C2c2ccccc2F)cc1 (stereo unspecified)	5
CCOc1cc(C2C3=C(CC(C)(C)CC3=O)OC3=C2C(=O)CC(C)(C)C3)cc(Br)c1O	3
COC(=O)CSc1nnc(-c2ccccc2O)n1-c1ccc(C)cc1	3
CC(=O)Oc1ccc2cc(-c3nc4c(s3)CCc3ccccc3-4)c(=O)oc2c1	-74
CCOc1ccc(NC(=O)c2ccc(F)c(S(=O)(=O)N(CC)c3cccc(C)c3)c2)cc1	-24
N#Cc1ccccc1Cn1c(=O)n(CCc2ccc(Cl)cc2)c(=O)c2ccccc21	-3
Cc1ccc(S(=O)(=O)Nc2nc3ccccc3nc2NCc2ccco2)cc1	-2
COc1ccc(S(=O)(=O)N(CCc2ccccc2)CC(=O)O)cc1OC	-1
O=C(CCS(=O)(=O)Cc1ccc(Cl)cc1)NCc1ccco1	-11
CN(C)C=Nc1nonc1-c1ncn[nH]1	-8
Cc1cccc(C(=O)Nc2ncc(CN3CCOCC3)s2)c1	-16
O=C(NC1CCCCCC1)C1CCCN(S(=O)(=O)c2ccc(Br)s2)C1 (stereo unspecified)	-7
Clc1ccc(-c2nnc(-c3ccccc3Cl)o2)cc1	-7
CC1(C)CC(=O)C2=C(C1)Nc1ccccc1N(C(=O)Cc1ccc(Cl)cc1)C2c1ccccc1F (stereo unspecified)	11
CC(C)CCn1c(CO)nc2ccccc21	-6
CC(=O)Nc1ccc(S(=O)(=O)NCC2CCC(C(=O)NC3CCCC3)CC2)cc1 (stereo unspecified)	-5
Cc1ccc(-c2c(C(=O)Nc3ccc(S(N)(=O)=O)cc3)oc(=O)c3ccccc23)cc1	-14
COc1cccc(Nc2nc(-c3cc(C)ccc3C)cs2)c1	2
Cc1ccc(Cl)cc1-n1c(CCC(=O)O)ccc1-c1ccccc1	-4

7 compounds already listed, arranged by number of heavy atoms, smallest number first:
SMILES	14-3-3 PPI
CC(C)CCn1c(CO)nc2ccccc21	-6
O=C(CCS(=O)(=O)Cc1ccc(Cl)cc1)NCc1ccco1	-11
COc1ccc(S(=O)(=O)N(CCc2ccccc2)CC(=O)O)cc1OC	-1
CC(=O)Oc1ccc2cc(-c3nc4c(s3)CCc3ccccc3-4)c(=O)oc2c1	-74
N#Cc1ccccc1Cn1c(=O)n(CCc2ccc(Cl)cc2)c(=O)c2ccccc21	-3
CCOc1cc(C2C3=C(CC(C)(C)CC3=O)OC3=C2C(=O)CC(C)(C)C3)cc(Br)c1O	3
Cc1ccc(CN2C(=O)CN(CC(=O)NC3CCCC3)C(=O)C2c2ccccc2F)cc1 (stereo unspecified)	5

Reformatted: entries from further up.
structure | 14-3-3 PPI
CN(C)C=Nc1nonc1-c1ncn[nH]1 | -8
Cc1cccc(C(=O)Nc2ncc(CN3CCOCC3)s2)c1 | -16
O=C(NC1CCCCCC1)C1CCCN(S(=O)(=O)c2ccc(Br)s2)C1 (stereo unspecified) | -7
Clc1ccc(-c2nnc(-c3ccccc3Cl)o2)cc1 | -7
CC1(C)CC(=O)C2=C(C1)Nc1ccccc1N(C(=O)Cc1ccc(Cl)cc1)C2c1ccccc1F (stereo unspecified) | 11
CC(C)CCn1c(CO)nc2ccccc21 | -6

(list continues)
SMILES	14-3-3 PPI
Cc1ccc(S(=O)(=O)CCc2nnc(NC(=O)c3ccccn3)s2)cc1	-8
O=C(OCCCC(=O)N1CCOCC1)c1ccccc1	-2
CCCN1C(=O)C(O)(CC(=O)c2ccc(C(C)(C)C)cc2)c2cc(Br)ccc21 (stereo unspecified)	8
COc1ccc(C(=O)COc2ccc(NC(C)=O)cc2)cc1	-3
COc1ccc(N2CCN(C(=O)c3cccn4c(=O)c5cc(Cl)ccc5nc34)CC2)cc1	-3
CC1=C(/C=C/C(C)=C/C=C/C(C)=C/C(=O)O)C(C)(C)CCC1	-2&0
Cc1ccccc1Cn1cc(NC(=O)c2cc(-c3cccs3)on2)cn1	-1
COC(=O)c1ccccc1NC(=O)c1noc2c1CCCCC2	-3
Cc1ccc(S(=O)(=O)Nc2ccccc2C)cc1	6
CS(=O)(=O)N(CC(N)=O)c1ccc2c(c1)OCO2	5
O=C(Cn1cccc1C(=O)c1ccccc1)NCc1ccco1	-2
COCCOC(=O)C(C#N)c1nc2ccccc2nc1N1CCCC1 (stereo unspecified)	-2
CCC(C(=O)NC1CCCC1)N(Cc1ccco1)C(=O)Cn1nnc(-c2ccc(C)cc2)n1 (stereo unspecified)	8
Cc1ccc(Oc2ccc(NC(=O)C(CC(C)C)N3C(=O)c4ccccc4C3=O)cc2)cc1 (stereo unspecified)	1
Cc1c(C=Nc2cccc3ccccc23)c2cc([N+](=O)[O-])ccc2n1C	-10
N#Cc1c(NC(=O)CSc2nc3ccccc3o2)sc2c1CCCC2	-28
O=[N+]([O-])c1c(NCCCO)cc(NCc2ccccc2Cl)c2nonc12	6
COc1ccc(-c2csc(NC(=O)c3cccc4ccccc34)n2)cc1OC	-7
CC1(C)CC(O)c2ccccc2O1 (stereo unspecified)	-1
Clc1ccccc1C1C=C(c2ccc(I)cc2)Nc2nnnn21 (stereo unspecified)	0
CCCc1oc2c(c(=O)c1CC)C(=O)CC(C)(C)C2	-7
O=C(CCN1C(=O)c2ccccc2C1=O)N1CCN(c2cccc(Cl)c2)CC1	2
FC(F)(F)C1CC(c2cccs2)Nc2ncnn21 (stereo unspecified)	1
C=CCNc1c([N+](=O)[O-])c(=O)oc2ccccc12	-5
CC(=O)NCC(=O)OCC(=O)c1ccc(C)cc1	-7
O=C(Nc1ccc(-c2nc3cc(NC(=O)c4cccc([N+](=O)[O-])c4)ccc3o2)cc1)c1cccc([N+](=O)[O-])c1	-7
COc1cc2c(cc1OC)CN(C=Nc1oc(-c3ccccc3)c(-c3ccccc3)c1C#N)CC2	11
Cc1ccc(S(=O)(=O)N(CC(=O)Nc2ccc(C(C)C)cc2)Cc2ccccc2)cc1	-1
O=C(NCCc1ccccc1)C(Cc1ccccc1)N1C(=O)c2ccccc2C1=O (stereo unspecified)	-2
COc1ccc(S(=O)(=O)NCC(=O)N(CC(=O)NCC2CCCO2)c2c(C)cccc2C)cc1 (stereo unspecified)	4
O=C(NCCN1CCN(c2ccccc2F)CC1)c1cc(=O)[nH]c2ccc(S(=O)(=O)N3CCCC3)cc12	-6
NS(=O)(=O)c1ccc(CCNC(=O)C2CCN(S(=O)(=O)c3ccc(Br)s3)CC2)cc1	5
CCc1ccc(C2=CC(c3sccc3C)n3ncnc3N2)cc1 (stereo unspecified)	-6
COc1cccc2cc(C(C)N(CCCN3CCOCC3)C(=O)Nc3ccc(Cl)cc3)oc12 (stereo unspecified)	-5
COC(=O)C1=C(C)NC(C)=C(C(=O)OCCCBr)C1c1cccc([N+](=O)[O-])c1 (stereo unspecified)	-7
CC(O)Cc1nsc(NC(=O)c2ccc(Br)o2)n1 (stereo unspecified)	0
O=C(CN(Cc1ccco1)C(=O)CNS(=O)(=O)c1ccccc1)NC1CCCCC1	1
Cc1cccc(C)c1NC(=O)C(c1ccccc1)N(C)C(=O)c1ccc(=O)[nH]c1 (stereo unspecified)	-19
Cc1ccc(-n2nnc3c(=O)n(CC(=O)N4CCCC4)cnc32)cc1	-3
COC(=O)c1cc2ccsc2n1CC(=O)N1CCCc2ccccc21	-7
Cc1cc(C)cc(-n2ccnc2SCC(=O)Nc2cc(C)on2)c1	0
Cc1cc2cc(CCNC(=O)c3ccc(Br)o3)c(=O)[nH]c2cc1C	-1&-12
O=C(CSc1ncn(-c2ccccc2)n1)Nc1nc2ccccc2s1	-8
O=C(NCCc1ccc(Cl)cc1)c1c[nH]c2ccc(S(=O)(=O)Nc3ccc4c(c3)OCCO4)cc2c1=O	-33
CCc1cccc(CC)c1NC(=O)C1CC1	-5
CCOc1cc(CNc2ccccc2SC)ccc1O	-7
CNS(=O)(=O)c1cc(-c2nnc(Nc3ccc(C)cc3)c3ccccc23)ccc1C	3
O=C(Nc1ccc(Br)cc1)c1nn2c(c1Cl)NC(c1ccc(Cl)cc1)CC2C(F)(F)F (stereo unspecified)	0
Cc1ccc(C)c(N2CCN(CC(=O)Nc3ccc4[nH]c(=O)[nH]c4c3)CC2)c1	6
Cc1cc(C)cc(NC(=O)C2CCN(c3nccs3)CC2)c1	-1
CN(C)S(=O)(=O)c1cc(S(=O)(=O)N(C)C)c(Cl)cc1N	-2
COc1ccc(C2C(C(=O)Nc3ccc(C)c(F)c3)c3ccccc3C(=O)N2C2CCCCC2)cc1 (stereo unspecified)	-3
NC(=O)c1sc2nc(N3CCCCC3)c3c(c2c1N)CCCC3	2
O=C(NCc1cccs1)c1ccc(CS(=O)c2ccccc2)o1 (stereo unspecified)	-7
O=C(C1CCN(c2nnnn2-c2ccccc2)CC1)N1CCN(c2ccccc2)CC1	-2
COC(=O)C1=C(C)N(C)C(=O)NC1c1cc(Br)c(O)c(OC)c1 (stereo unspecified)	-22
Cc1cc(C)c(C#N)c(SCc2cn3cccnc3n2)n1	-3
CCCCC(=O)Nc1ccc(NC(=O)c2cccnc2)cn1	-4
COc1cc2c(cc1OC)-c1c(C(=O)NCc3ccccc3Cl)c3ccccc3c(=O)n1CC2	-2
CCOc1ccc(C2=NN3C(C2)c2cccc(OC)c2OC32CCC(C)CC2)cc1 (stereo unspecified)	-39

Additional entries
SMILES	14-3-3 PPI
CCOc1cc(C2C(C(=O)OCc3ccccc3)=C(C)NC3=C2C(=O)CC(C)(C)C3)cc(Br)c1O (stereo unspecified)	-5
CCCn1cnc2sc(C(=O)NCCc3ccc(OC)c(OC)c3)c(C)c2c1=O	-4
CCOC(=O)CNC(=O)c1cc2cc3ccc(C)cc3nc2s1	-10
CSCCC(NS(=O)(=O)c1cccs1)C(=O)N1CCN(c2ccccc2F)CC1 (stereo unspecified)	-1
Brc1cccc(C2CC(c3ccccc3)n3nnnc3N2)c1 (stereo unspecified)	-2&-14
O=C(Nc1c2c(nn1-c1ccc(F)cc1)CS(=O)(=O)C2)c1ccco1	-3
COc1ccccc1CNS(=O)(=O)c1ccc2c(c1)CCN2C(C)=O	-13
O=[N+]([O-])c1cc(NC2CC(O)C(O)CO2)cc(Sc2ccccc2)c1 (stereo unspecified)	-1
C=CCSc1nnc2c(n1)OC(c1cc(OC)c(O)c(OC)c1)Nc1ccccc1-2 (stereo unspecified)	-2
c1ccc(N2CCSC2c2cccs2)cc1 (stereo unspecified)	-4
O=C(CCCCCn1c(=S)[nH]c2ccc(Br)cc2c1=O)NC1CCCC1	-15
O=C(CCC1CCCC1)Nc1ccc(S(=O)(=O)N2CCOCC2)cc1	0
CN(CCNS(=O)(=O)c1cccc2nsnc12)Cc1ccccc1	-9
Cc1cc(Nc2c(C)cccc2C)n2nc(C)nc2n1	1
CCCNC(=O)CCSc1nc2nc(C)cc(C)n2n1	-10
COc1nc(SC)nnc1C	3
Cc1ccc(OCC(O)C(C)NC(C)C)c2c1CCC2 (stereo unspecified)	2
Cc1cc2c(cc1C)NC(CC(=O)Nc1ccc(C(F)(F)F)cc1)C(=O)N2 (stereo unspecified)	-5
CC(=O)OCCCNc1cc(Sc2ccc([N+](=O)[O-])cc2)c2nonc2c1[N+](=O)[O-]	-6
COC(=O)c1cc(-c2ccc(F)cc2)no1	2
COc1ccc(-c2nc(N)ncc2-c2csc(C)n2)c(O)c1	3
O=S1(=O)CC(O)C(NCc2ccco2)C1 (stereo unspecified)	-1
COC(=O)C1=CN(C2CC2)C=C(C(=O)OC)C1c1cccs1	-1
Cn1c(=O)[nH]c(=O)c2c1nc(CN1CCN(c3ccccc3F)CC1)n2CC(N)=O	-2
CCCC(=O)Oc1c(Sc2ccccc2)c(C)nn1-c1ccccc1	-3
COc1ccc(OC)c(Nc2nc(-c3cc4cc(Br)ccc4oc3=O)cs2)c1	-11
Cc1nc2cc(N=Cc3nc4ccccc4n3C)ccc2n1C	-2
O=C(Nc1ccccc1Cl)c1ccc(F)c(S(=O)(=O)N2CCCc3ccccc32)c1	31*
Cc1ccc(S(=O)(=O)N2CCC(C(=O)Nc3cc(C)cc(C)c3)CC2)cc1	-2
CC(=O)Nc1cccc(NC(=O)CSc2nnnn2C(C)C)c1	7
CN(C)c1nc(N)nc(-c2nc3ccccc3s2)n1	-5

High-throughput results: PubChem BioAssay, Emory University Molecular Libraries Screening Center
